# miR-122 sensor: miR-122 Renilla sensor signal increase in Huh7, primary screen, miR-122 inhibitor project, cell-based, single point, plate reader; Huh7 miR-122 Renilla luciferase sensor, 48 h; neutral wells = 0, positive control = 100; activation (reporter increase), % at 12.5 µM; actives 0.3% (n = 340,000);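 active = mean replicate activation score at least 90 and every replicate individually at or above 90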;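 note: higher luciferase means less miR-122 activity so hits act as miR-122 inhibitors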
# ARNT TACC3 PPI: disruptors of ARNT/TACC3 protein interaction, primary screen, biochemical, AlphaScreen, single concentration. Transforming acidic coiled-coil-containing protein 3 (Homo sapiens), Q9Y6A5. AlphaScreen His-ARNT PAS-B/GST-TACC3 binding, luminescence; TACC3 fragment carries E629A point mutation. inhibition, % at 9.99 µM. actives 0.66% (n = 390,000);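 active = mean inhibition of replicates at least 50% and at least half of replicates each reaching 50%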;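 note: 0% = complete ARNT plus TACC3 wells and 100% = ARNT alone without TACC3; many hits fall short of the cut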
# * marks the source's active call; other numbers are inactive results. This is a subset, so the mix of outcomes need not match the whole.
miR-122 sensor	ARNT TACC3 PPI	molecule
-1	-26	O=C(Cc1cccc2ccccc12)Nc1nc2ccccc2[nH]1
3	-1	Cc1nccn1CCc1n[nH]c(=S)n1Cc1ccccc1
2	-2	O=C(Cc1coc2ccc3ccccc3c12)N1CCCC1
6	1	CCOCc1cnc(C)nc1NCC(=O)c1c(C)n(C)c2ccc(OC)cc12
-3	-4	Cc1cc(NC(=O)c2noc3c2CCCCC3)nn1Cc1ccc(Cl)cc1
2	-10	CSCCC(NC(=O)c1ccco1)C(=O)OCC(=O)Nc1ncc(Cl)c(C)c1Cl (stereo not drawn)
9	-3	Cc1ccc([N+](=O)[O-])cc1S(=O)(=O)Nc1ccccn1
24	6	CCOc1ccc(/C=C2/SC(=S)N(n3c(C)ccc3C)C2=O)cc1
-2	-11	Cc1c(NC(=O)c2cc(-n3cnnc3)ccc2Cl)cccc1-c1nc2ccccc2o1
-1	-3	COc1cc(CNCCc2ccccc2F)ccc1OCc1ccc(Cl)nc1
0	5	O=C(C1CC1)n1cc(C(=S)N2CCOCC2)c2ccccc21
0	-20	CCCSC1=N/C(=C\c2ccc3c(c2)OCO3)C(=O)S1
-5	-1	Cc1ccc(S(=O)(=O)c2cc(N3CCOCC3)nc(-c3ccccc3)n2)cc1
-2	-5	Cc1nc2ccccn2c1/C(O)=C1\C(=O)C(=O)N(CCN2CCOCC2)C1c1ccncc1 (stereo not drawn)
-4	4	Cc1ccnc2nc(C(=O)Nc3nccs3)nn12
0	-19	O=C(Nc1cccc2c1CCCC2)C1CCCN(S(=O)(=O)c2cccc3nonc23)C1 (stereo not drawn)
0	-13	Cc1ccnc2nc(C(=O)NCCc3ccc(F)cc3)nn12
-4	6	Cc1[nH]c2ccccc2c1C(c1ccncc1)N1CCN(c2ccc(F)cc2)CC1 (stereo not drawn)
4	-3	CCOC(=O)c1cc(-c2ccc(C#N)cc2)nc2c1c(C)nn2CCC#N
-4	-1	C=CCn1c(C)cc(-c2csc(N)n2)c1C
-6	-27	O=C(NCc1ccco1)c1ccc2c(=O)n(CCC3=CCCCC3)c(=O)[nH]c2c1
2	-2	COc1cc(/C=N/Nc2ccc(Cl)cc2)ccc1OC(=O)c1cccs1
2	4	CCCOc1ccc(OCCCCNC(C)CC)cc1 (stereo not drawn)
-1	-6	O=c1[nH]c(N2CCN(c3ccccc3)CC2)nc2c1CCCC2
2	7	O=C(NCN1C(=O)C2C3C=CC(C3)C2C1=O)Nc1nncs1 (stereo not drawn)
5	1	O=C(CSc1nc2ccccc2s1)N1c2ccccc2Sc2ccc(C(F)(F)F)cc21
-9	-7	O=C(Nc1cccc(NC(=O)c2ccc(-c3ccc(Br)cc3)o2)c1)c1ccccc1
-3	-18	O=C(NCc1ccc2c(c1)OCO2)C1CCN(Cc2cnn(-c3ccccc3)c2-n2cccc2)CC1
-3	5	CC(C)(C)c1ccc(S(=O)(=O)n2c(CN3CCOCC3)nc3ccccc32)cc1
-2	1	Cc1ccc(C(=O)NCCCN2CCOCC2)cc1

# Going on with the list:
miR-122 sensor	ARNT TACC3 PPI	molecule
-7	-2	COc1ccc(NC(=O)Nc2ccccc2C(=O)N2CCCC2)cc1
-3	-1	O=C(/C=C/c1ccc([N+](=O)[O-])cc1)NCC1CCCO1 (stereo not drawn)
4	-5	N#Cc1c(Nc2ccccc2)sc(C(=O)c2ccccc2)c1N
9	3	COc1cc(N/C=C(\C(C)=O)c2ccccc2)cc(OC)c1
-5	-1	O=C(CN(C(=O)CCC(=O)Nc1nccs1)c1ccc2c(c1)OCO2)NCC1CCCO1 (stereo not drawn)
-6	-4	COc1ccc2c(c1OC)C(=O)N1N=C(c3ccc(O)cc3)CC21 (stereo not drawn)
-5	-8	COc1ccc(OC)c(C(C(=O)NCc2ccco2)N(C(=O)Cn2nnc3ccccc32)C2CC2)c1 (stereo not drawn)
-6	-6	Cc1cc2c(c(N3CCOCC3)n1)C(=O)OC2
-6	3	Cn1c(=O)c2c(nc(N3CCCCC3)n2CCNC2=NCCC2)n(C)c1=O
1	-4	COc1ccc(/C=C2/SC(c3ccc(C)cc3)=NC2=O)cc1OC
-1	-12	Cc1ccc(-c2nnc(N(C)C(=O)c3cccnc3)s2)cc1
4	-9	Cc1cc2c(=O)n(CC(=O)N3CCN(c4ccc(F)cc4)CC3)cnc2s1
8	11	Cc1ccccc1-c1nc(S(=O)(=O)c2ccc(Cl)cc2)c(NCCN2CCOCC2)o1
1	-2	Cc1ccccc1NC(=O)CN1C(=O)NC2(CCCCC2)C1=O
-4	-2	CCOC(=O)C1=Nc2ccccc2C1=[N+]=[N-]
-10	-15	CN1C(C)(C)CC(NC(=O)CCC(=O)NC2CC(C)(C)N(C)C(C)(C)C2)CC1(C)C
-16	-3	CCN(CC)CCn1c2ccccc2c2cnc(N)c(C#N)c21
-2	-2	Cc1cc(OC(=O)c2ccco2)c2c(C)cc(=O)oc2c1
60	-14	O=S1(=O)N=C(Nc2ccc(S(=O)(=O)N3CCCCC3)cc2)c2ccccc21
-5	1	Oc1ccc2oc3c(c2c1)CCCC3
-1	-1	COC(=O)c1cc2oc3ccccc3c2n1CC(=O)Nc1ccccc1OC
5	5	CCCn1c(N)c(N2CCCCC2)c(=O)n(CC(=O)Nc2ccccc2C)c1=O
1	-63	CCOC(=O)c1c(NC(=O)C2C3CCC(O3)C2C(=O)O)sc(C)c1-c1ccc(C)cc1 (stereo not drawn)
-3	-4	Cc1ccc(NCN2C(=O)C3CC=C(Cl)CC3C2=O)cc1 (stereo not drawn)
-2	-3	CCOc1ccc(NC(=O)CNC(=O)COc2ccccc2)cc1
3	0	Cc1nnc(SCc2ccccc2)nc1/C=C/NOCc1ccc(Cl)cc1Cl
37	-4	Cc1ccc(F)cc1NCC(=O)Nc1ccc(Br)cc1
49	12	CCOC(=O)c1c(C)[nH]c(C(=O)COC(=O)CSC)c1C
-4	3	NS(=O)(=O)c1ccc(NC(=O)c2ccccc2Cl)cc1
0	4	Nc1ccc2nn(-c3cccc4ccccc34)nc2c1

# Entries from the list above that contain a furan ring, fused or not (eight):
miR-122 sensor	ARNT TACC3 PPI	molecule
2	-2	O=C(Cc1coc2ccc3ccccc3c12)N1CCCC1
2	-10	CSCCC(NC(=O)c1ccco1)C(=O)OCC(=O)Nc1ncc(Cl)c(C)c1Cl (stereo not drawn)
-6	-27	O=C(NCc1ccco1)c1ccc2c(=O)n(CCC3=CCCCC3)c(=O)[nH]c2c1
-9	-7	O=C(Nc1cccc(NC(=O)c2ccc(-c3ccc(Br)cc3)o2)c1)c1ccccc1
-5	-8	COc1ccc(OC)c(C(C(=O)NCc2ccco2)N(C(=O)Cn2nnc3ccccc32)C2CC2)c1 (stereo not drawn)
-2	-2	Cc1cc(OC(=O)c2ccco2)c2c(C)cc(=O)oc2c1
-5	1	Oc1ccc2oc3c(c2c1)CCCC3
-1	-1	COC(=O)c1cc2oc3ccccc3c2n1CC(=O)Nc1ccccc1OC

# Ordered by value in miR-122 sensor (descending): 3 from the list above
miR-122 sensor	ARNT TACC3 PPI	molecule
60	-14	O=S1(=O)N=C(Nc2ccc(S(=O)(=O)N3CCCCC3)cc2)c2ccccc21
-3	-4	Cc1ccc(NCN2C(=O)C3CC=C(Cl)CC3C2=O)cc1 (stereo not drawn)
-4	-2	CCOC(=O)C1=Nc2ccccc2C1=[N+]=[N-]

# Three entries picked at random from the list so far:
miR-122 sensor	ARNT TACC3 PPI	molecule
-2	-2	Cc1cc(OC(=O)c2ccco2)c2c(C)cc(=O)oc2c1
8	11	Cc1ccccc1-c1nc(S(=O)(=O)c2ccc(Cl)cc2)c(NCCN2CCOCC2)o1
1	-63	CCOC(=O)c1c(NC(=O)C2C3CCC(O3)C2C(=O)O)sc(C)c1-c1ccc(C)cc1 (stereo not drawn)

# (more compounds)
miR-122 sensor	ARNT TACC3 PPI	molecule
5	0	COc1ccc(Oc2nc(C)cc(C)c2S(=O)(=O)c2ccc(C)cc2)cc1
-2	-11	O=c1c(Cl)nc2cc(Cl)ccc2n1CCNc1ncc(C(F)(F)F)cc1Cl
15	9	CN1c2cccc3cccc(c23)N(C)C1c1cccs1
0	-15	CC(=O)Nc1nc(S(=O)(=O)c2ccc(C)cc2)c(Cl)s1
-4	5	Cc1nn(C)cc1/C=C/C(=O)c1ccc(O)cc1
-2	-5	CC(=O)Nc1ccc(S(=O)(=O)NNC(=O)COc2cccc(C)c2)cc1
-3	-5	COc1nc(NCCN2CCOCC2)nc(Nc2ccc([N+](=O)[O-])cc2)n1
3	-18	O=C(CSc1nnc(C2CC2)n1-c1ccccc1)NCCc1ccc(F)cc1
15	-9	Cc1ccc(S(=O)(=O)Nc2ccc3nc(C)sc3c2)cc1
3	29	CC(=O)Nc1ccc(Oc2cnccn2)cc1
-2	-1	O=C(N/N=C/c1c[nH]c2ccccc12)c1cccc([N+](=O)[O-])c1
-3	-17	CC1CC(C)CN(C(=O)c2cc(-c3ccccn3)nc3ccccc23)C1 (stereo not drawn)
-2	-10	CCOC(=O)C1=C(C)Nc2ncnn2C1c1cc(Br)ccc1F (stereo not drawn)
-1	0	COc1ccc(C(=O)N(CCN2CCOCC2)CC(=O)NC2CCCC2)cc1OC
0	-6	Cc1cc(C)c2[nH]c(=O)c(CN(Cc3ccco3)C(=O)C3CCCO3)cc2c1 (stereo not drawn)
-4	5	O=C1NCCc2c1[nH]c1ccccc21
-5	-3	CC1Cc2nc(SCC(=O)Nc3ccc(F)cc3)n(C)c(=O)c2S1 (stereo not drawn)
5	3	CCOC(=O)C1CCN(S(=O)(=O)c2cc(Br)cc3c2N(C(=O)C2CC2)CC3)CC1
3	-4	COC(=O)C1=C(C(=O)c2ccc(C)cc2)C(c2ccc(O)c(OC)c2)n2nnnc2N1 (stereo not drawn)
-3	9	CCCCOc1ccc(C(=O)NCc2ccccn2)cc1
33	4	CC(=O)/C(=N/Nc1cccc(Cl)c1)N1CCOCC1
-5	-3	CC1(C)Nc2ccccc2N(CC(=O)N2CCCCC2)C1=O
-2	-9	CCc1nc2oc(C(=O)c3ccccc3)c(N)c2c2c1COC(C)(C)C2
7	1	CC(=O)N/C(=C\c1ccc(Br)s1)C(=O)O
-2	-3	O=C1c2ccccc2S(=O)(=O)N1CC(O)Cn1ccc2ccccc21 (stereo not drawn)
-3	-6	O=C(CN1CCN(c2ccccc2F)CC1)Nc1ccccc1F
1	-6	Cc1cc(C)n(C(=O)CSc2nnc(SCC(=O)n3nc(C)cc3C)s2)n1
4	7	O=C(NCCN1CCOCC1)c1cnn2c(-c3ccccc3)cc(-c3ccccc3)nc12
0	38	CNC(=O)C(=O)NCC1OCCN1S(=O)(=O)c1ccc([N+](=O)[O-])cc1 (stereo not drawn)
4	-28	COc1cc(NC(=O)Nc2ccccc2OC)c(OC)cc1NC(=O)CN1CCCCC1

# Later entries.
miR-122 sensor	ARNT TACC3 PPI	molecule
12	-2	Fc1ccc(CSc2nnc(-c3cc4c(s3)-c3ccccc3CC4)o2)cc1
14	-16	Cc1cccc(CSc2nnnn2-c2ccccc2)c1
-2	-4	O=C(CCc1ccccc1)Nc1ccccc1F
-5	4	Cc1nnc(Nc2ccccc2)n(N)c1=O
-6	-3	CCOC(=O)/C(N)=C/c1ncc(C(F)(F)F)cc1Cl
-1	-8	CC(C)CCNC(=O)NC(=O)COC(=O)/C=C/c1cc(Br)ccc1F
-5	-10	CN(C)/C=C/C(=O)/C=C/c1cn(-c2ncc(C(F)(F)F)cc2Cl)c2ccccc12
-8	3	COc1cc(/C=N/NC(=O)C(=O)NCc2cccnc2)cc(OC)c1OC
-1	0	COc1cccc(C2=NOC(C(=O)NCC3CCCO3)C2)c1 (stereo not drawn)
2	-2	Cc1cc(NC(=O)COc2ccc(Cl)cc2Cl)n(-c2ccccc2)n1
-6	-6	Cc1cc([N+](=O)[O-])cc2ncccc12
-3	0	Cc1cc(C)cc(OCC(=O)N2N=C(c3cccnc3)CC2(O)C(F)(F)F)c1 (stereo not drawn)
-12	6	CC(=O)C(C(C)=O)c1c(Cl)c(O)c(O)c2c(C(=O)c3ccccc3)coc12
-10	6	Cn1c(SCCN2CCCCC2)nnc1-c1ccccc1Br
-12	-7	CCn1cc(C(=O)NCc2ccc3c(c2)OCO3)c(=O)c2cc(F)c(N3CCN(C(=O)c4ccco4)CC3)cc21
2	13	CCOC(=O)C1CCN(C(=O)c2cn(C)c(=O)c3cc(OC)c(OC)cc23)CC1
-4	-35	NS(=O)(=O)c1ccc(N2N=C(c3ccccc3)CC2c2ccc(F)cc2)cc1 (stereo not drawn)
-3	0	CCN(CC)C(=O)C1CC(=O)N(c2ccc(F)c(Cl)c2)C1 (stereo not drawn)
0	-10	CC(C)(C)c1cc(NC(=O)c2cc(F)c(F)c(F)c2F)no1
-13	7	N#Cc1c2n(c3c(=S)nc[nH]c13)CCCCC2
13	3	CCC1CCCCN1c1nc(-c2ccncc2)nc2ccccc12 (stereo not drawn)
4	-15	O=C(NCc1ccccc1)c1csc2c1CCCCC2
-7	-22	CCC(=O)Oc1cccc(C(=O)Nc2ccc(-c3nnc(-c4ccco4)o3)cc2)c1
5	-6	O=C(Nc1cccc(Cl)c1)c1ccc(NCCCN2CCOCC2)c([N+](=O)[O-])c1
-3	5	Cc1ccc(-c2c(C)sc(NC(=O)C3C4CCC(O4)C3C(=O)O)c2C(=O)OC(C)C)cc1 (stereo not drawn)
7	3	COc1ccc(C(CCNCc2ccccc2)c2ccc(F)cc2)cc1 (stereo not drawn)
-7	-5	CCOC(=O)c1sc2ncnc(NCc3ccco3)c2c1C
-3	-12	CCCS(=O)(=O)N1CCC(C(=O)NCCc2ccc(C)cc2)CC1
1	-6	COc1ccc(-c2noc(COc3ccc4c(c3)OCO4)n2)cc1OC
3	0	Cc1nc2ccccc2cc1O
9	-1	COc1ccccc1-n1c(=O)oc2ccc(Cl)cc2c1=O
5	-1	COc1ccccc1Oc1ccc2c(c1)C(=O)N(c1ccc(C)cc1)C2=O

# Compound activity from PubChem.
